Mdm2 MdmX PPI = inhibitors of human Mdm2-MdmX association, primary screen, cell-based, luminescence, split luciferase, SaOS-2, uHTS. AID 485346, 2010. 3% of 330,000 active. Protein Mdm4 (Homo sapiens) + E3 ubiquitin-protein ligase Mdm2 (Homo sapiens), …. SaOS-2 split-luciferase Mdm2/MdmX complementation. inhibition, % at 8 µM;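 active = inhibition of at least 50% at 8 µM in the primary screen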
Target sequence (O15151 whole entry, looked up): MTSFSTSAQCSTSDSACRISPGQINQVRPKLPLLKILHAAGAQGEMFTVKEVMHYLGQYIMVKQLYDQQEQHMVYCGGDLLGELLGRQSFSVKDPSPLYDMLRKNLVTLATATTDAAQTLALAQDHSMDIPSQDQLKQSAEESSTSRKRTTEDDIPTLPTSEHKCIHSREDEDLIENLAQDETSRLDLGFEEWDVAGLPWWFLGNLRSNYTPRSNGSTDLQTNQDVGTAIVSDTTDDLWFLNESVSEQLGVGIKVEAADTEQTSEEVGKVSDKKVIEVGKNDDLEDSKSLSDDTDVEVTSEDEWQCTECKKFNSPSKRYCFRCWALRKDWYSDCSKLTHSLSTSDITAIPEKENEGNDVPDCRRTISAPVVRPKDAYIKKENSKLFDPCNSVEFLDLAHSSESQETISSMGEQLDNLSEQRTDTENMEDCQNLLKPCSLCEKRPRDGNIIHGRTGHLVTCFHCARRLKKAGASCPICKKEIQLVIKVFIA
Target sequence (Q00987 whole entry, looked up): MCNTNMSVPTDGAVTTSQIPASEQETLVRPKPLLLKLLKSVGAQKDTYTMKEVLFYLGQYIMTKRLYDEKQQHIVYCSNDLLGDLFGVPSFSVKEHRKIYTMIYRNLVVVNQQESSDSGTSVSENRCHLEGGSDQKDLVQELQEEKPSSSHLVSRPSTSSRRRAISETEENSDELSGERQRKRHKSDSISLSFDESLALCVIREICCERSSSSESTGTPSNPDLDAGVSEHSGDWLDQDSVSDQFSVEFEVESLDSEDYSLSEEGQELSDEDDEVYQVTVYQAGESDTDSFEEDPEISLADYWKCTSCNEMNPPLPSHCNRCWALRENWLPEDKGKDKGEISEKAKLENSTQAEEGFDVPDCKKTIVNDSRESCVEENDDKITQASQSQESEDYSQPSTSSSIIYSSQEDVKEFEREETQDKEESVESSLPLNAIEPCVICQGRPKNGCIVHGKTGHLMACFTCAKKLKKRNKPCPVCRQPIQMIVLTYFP
tim23-1 inh = growth inhibitors of tim23-1 mutant yeast, primary screen, luminescence, uHTS | S. cerevisiae tim23-1 growth, BacTiter-Glo luminescence, 24 h | inhibition, % at 20 µM | 1.3% of 330,000 active;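 active = growth inhibition of the mutant yeast at or above 50%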;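 note: temperature-sensitive mutant grown at 25 °C; plate controls were DMSO-treated mutant yeast for no effect and medium wells lacking yeast for full effect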
UPR XBP1 act = activators of adaptive XBP1 UPR arm, primary screen, cell-based, CHO-XBP1 luciferase reporter, luminescence, uHTS | IRE1-XBP1 UPR activation; percent of tunicamycin response, DMSO as zero | activation, % at 20 µM | 0.33% of 330,000 active;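 active = versus positive control, 20 µM dose yields 30% or more activation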;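 note: 100% = tunicamycin at 10 µg/mL and 0% = DMSO only wells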
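Material: CHO-XBP1 cells stably carrying IRE1-XBP1-driven luciferase reporter / Amount: 1000 cells per well / Compound: 20 µM, 1% DMSO / Times: 6 h treatment, 37 °C / Detection: luciferase luminescence / Measure: % activation of reporter signal versus tunicamycin and DMSO controls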
tim10-1 inh = growth inhibitors of tim10-1 mutant yeast, primary screen, luminescence, uHTS; S. cerevisiae tim10-1 ts strain growth, BacTiter-Glo, 24 h; inhibition, % at 20 µM; 2.2% of 330,000 active;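 active = inhibition of at least 40%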;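 note: mutant grown at 25 °C; 0% = DMSO wells with yeast and 100% = wells holding no yeast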
TIM10 inh = growth inhibitors of isogenic TIM10 control yeast, primary screen, counter-screen for tim10-1 yeast inhibitor project, luminescence, uHTS. S. cerevisiae TIM10 strain growth, BacTiter-Glo luminescence, 24 h. inhibition, % at 10 µM. 1.4% of 330,000 active. AID 463195, 2010;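 active = inhibition of 40% or more at the single tested concentration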;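 note: wild-type TIM10 isogenic control strain grown at permissive 25 °C; 0% = DMSO yeast wells and 100% = minimal medium wells without yeast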
UPR CHOP act = activators of apoptotic CHOP UPR arm, primary screen, cell-based, CHO-CHOP luciferase reporter, luminescence, uHTS. UPR activation; percent of tunicamycin response over DMSO baseline. activation, % at 10 µM. 0.34% of 330,000 active;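 active = at 10 µM dose, activation of 40% or more, normalized to positive control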;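 note: 100% = tunicamycin at 10 µg/mL and 0% = DMSO alone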
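Test system: CHO CHOP reporter cells. Input: 500 CHO-CHOP cells per well. Medium: F12 with 10% FBS. Technique: luciferase luminescence. Measure: percent activation relative to tunicamycin control. Dosing: 10 µM compound, 0.5% DMSO. Timing: 16-18 h cell attachment, then 6 h compound exposure, 37 °C.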
697 NFkB inh = inhibitors of PMA/ionomycin-induced NF-kB reporter, 697 cells, primary screen, B-cell NF-kB inhibitor project, cell-based, luminescence, uHTS | 697 B-cell NF-kB luciferase reporter, 16 h | inhibition, % at 4 µM | 0.33% of 330,000 active | AID 435022, 2010; in the data active = inhibition above about 35%
Jurkat NFkB inh = inhibitors of induced NF-kB luciferase reporter, primary screen, TCR NF-kB activation inhibitor project, cell-based, luminescence, uHTS. Jurkat, PMA/ionomycin-induced NF-kB luciferase reporter. inhibition, % at 4 µM. 0.53% of 330,000 active. AID 435003, 2010; in the data active = inhibition above about 50%
An asterisk follows results filed as active; . = no result given.

SMILES	Mdm2 MdmX PPI	tim23-1 inh	UPR XBP1 act	tim10-1 inh	TIM10 inh	UPR CHOP act	697 NFkB inh	Jurkat NFkB inh
CCCOc1ccc(S(=O)(=O)Nc2ccccn2)c2ccccc12	11	13	-2	-9	-8	4.7	4	-4
C[C@@H]1CC[C@]2(C(=O)O)CC[C@]3(C)C(=CCC4[C@@]5(C)CC[C@H](O)[C@@](C)(C(=O)O)C5CC[C@]43C)C2[C@]1(C)O (stereo partly specified)	-4	-6	-3	-13	-8	1.7	18	-9
COc1ccc(NC(=O)COc2ccc(/C=C/c3cc[n+](C)cc3)cc2OC)cc1	-9	-21	-3	0	-10	-0.8	-6	5
CCCCN1C(=O)CCC(C(=O)O)C1c1ccc(OC)cc1 (stereo unspecified)	-21	0	3	7	6	1.1	10	2
CC(=O)Nc1ccc(C(=O)CSc2nnnn2C(C)C)cc1	-56	10	0	15	-5	2.0	-7	-48
C[C@H](CO)N1C[C@H](C)[C@@H](CN(C)Cc2ccc(C(=O)O)cc2)Oc2c(NS(=O)(=O)c3ccc(F)cc3)cccc2C1=O	-33	5	0	-7	0	-2.2	8	13
Cc1cccc(N(Cc2ccccc2)C(=O)C2CCN(C(=O)c3ccccc3C)CC2)c1	-5	12	-1	-3	5	2.4	-4	2
CC(C)(C)NC(=O)NC(=O)COC(=O)Cc1c(Cl)cccc1Cl	-24	15	-1	27	23	-1.9	1	-19
O=C(CSc1ccc2ccccc2n1)N1CCC(c2noc3ccc(F)cc23)CC1	19	39	4	37	11	-0.3	-4	6
CCOC(=O)CN1C(=O)C(Sc2n[nH]c(-c3cccc(C)c3)n2)CCc2ccccc21 (stereo unspecified)	33	17	-4	30	8	0.6	-14	-10
CNC(=O)C(=O)NCCN1CCN(S(=O)(=O)c2ccc3ccccc3c2)CC1	13	8	-2	14	3	-0.5	-20	-15
CC1CN(Cc2c(O)ccc3c(=O)c(-c4ccccc4Cl)coc23)CC(C)O1 (stereo unspecified)	-14	25	4	14	23	-1.2	-10	-2
Cc1cc(C)c(C)c(OCC(=O)NCc2nc(-c3ccccc3)no2)c1	-6	26	1	18	-15	2.0	14	0
CN(c1ccccc1)c1nc(-n2ccnc2)nc(-n2ccnc2)n1	0	-36	5	-25	-29	-1.2	-29	-2
Cc1nc(NCc2ccco2)nc2c1C(=O)CC(C)C2 (stereo unspecified)	-6	15	4	17	7	1.0	13	5
Cc1cccn2c(/C=N/OCc3cccc(F)c3)c(-c3ccc(Cl)cc3)nc12	21	11	-4	10	13	-0.4	-12	-7
CCC(=O)N1CCN(c2cc(N3CCN(C)CC3)c(F)cc2[N+](=O)[O-])CC1	8	4	-2	-6	-1	-0.8	13	-5
CN1CCN(C(=O)/C=C/c2ccccc2)CC1	11	-5	-3	-1	-7	1.8	-2	-15
COc1ccc(C(=O)CSc2nnc(-c3ccc(S(=O)(=O)N4CCOCC4)cc3)o2)cc1	40	6	3	11	-3	4.5	19	11
CCOc1ccc(C2=NNC(c3cccs3)=Nc3ccc(OC)cc32)cc1OCC	48	0	3	12	33	4.6	7	7

Exported with two lines to a compound: part of the list above
Values run as follows: Mdm2 MdmX PPI, tim23-1 inh, UPR XBP1 act, tim10-1 inh, TIM10 inh, UPR CHOP act, 697 NFkB inh, Jurkat NFkB inh
> CN(c1ccccc1)c1nc(-n2ccnc2)nc(-n2ccnc2)n1
    0, -36, 5, -25, -29, -1.2, -29, -2
> Cc1nc(NCc2ccco2)nc2c1C(=O)CC(C)C2 (stereo unspecified)
    -6, 15, 4, 17, 7, 1.0, 13, 5

Of the compounds above, these have fluorine:
SMILES	Mdm2 MdmX PPI	tim23-1 inh	UPR XBP1 act	tim10-1 inh	TIM10 inh	UPR CHOP act	697 NFkB inh	Jurkat NFkB inh
C[C@H](CO)N1C[C@H](C)[C@@H](CN(C)Cc2ccc(C(=O)O)cc2)Oc2c(NS(=O)(=O)c3ccc(F)cc3)cccc2C1=O	-33	5	0	-7	0	-2.2	8	13
O=C(CSc1ccc2ccccc2n1)N1CCC(c2noc3ccc(F)cc23)CC1	19	39	4	37	11	-0.3	-4	6
Cc1cccn2c(/C=N/OCc3cccc(F)c3)c(-c3ccc(Cl)cc3)nc12	21	11	-4	10	13	-0.4	-12	-7
CCC(=O)N1CCN(c2cc(N3CCN(C)CC3)c(F)cc2[N+](=O)[O-])CC1	8	4	-2	-6	-1	-0.8	13	-5

New compounds follow
SMILES	Mdm2 MdmX PPI	tim23-1 inh	UPR XBP1 act	tim10-1 inh	TIM10 inh	UPR CHOP act	697 NFkB inh	Jurkat NFkB inh
O=C(NNC(=O)c1cc(Cl)ccc1[N+](=O)[O-])c1csc(N2CCOCC2)n1	21	8	-3	2	8	1.6	23	-4
COc1ccc(S(=O)(=O)N2CCCOC2CNC(=O)C(=O)NCCc2ccco2)cc1OC (stereo unspecified)	22	16	-2	13	-1	-0.3	10	8
CCOC(=O)COc1cc2c3c(c(=O)oc2cc1C)CCCC3	21	27	-2	14	7	-2.0	25	14
O=C(/C=C/c1ccc(F)cc1)Nc1cccc(S(=O)(=O)N2CCOCC2)c1	7	26	0	14	8	2.0	-26	-11
O=c1cc(CSCc2ccc(Cl)cc2)[nH]c(=O)[nH]1	18	-9	1	-6	-1	1.3	13	-1
NC(N)=NS(=O)(=O)c1ccc(NC(=S)NC(=O)c2ccc3c(c2)OCO3)cc1	13	-2	6	-1	7	-0.4	4	1
CCOC(=O)CSc1ncc(-c2cccc(Cl)c2)cn1	-36	35	0	8	20	-0.8	-1	-8
O=C(CCCN1C(=O)CCC1=O)Nc1ccc2c(c1)OCCO2	6	15	-3	3	-1	-1.6	-3	-10
CC(C)c1ccc(NC2CCCN(C(=O)CCc3cn[nH]c3)C2)cc1 (stereo unspecified)	31	11	-4	5	0	2.1	3	3
COc1ccc(CNS(=O)(=O)NCc2ccccc2)cc1OC	2	3	-3	8	8	-1.8	1	1
CCOc1ccc(/C=N/NC(=O)c2cc3ccccc3cc2OC)cc1	28	11	-5	-9	12	1.9	8	16
CCn1c(Cc2ccc(OC)cc2)nnc1SCC(=O)Nc1cccc(C(=O)OC)c1	15	24	-1	20	11	0.1	12	-2
O=C(CSc1c2c(nc3cc(Cl)ccc13)CCCC2)NCc1ccco1	7	34	-3	40	22	3.2	3	4
COc1ccc(-c2nnc(SCC(=O)N3CCCC3)o2)cc1OC	0	3	-1	3	14	-3.1	-12	5
COc1ccc(OCc2cccc(C(=O)Nc3ccc(CN4CCCCC4)cc3)c2)cc1	37	4	-7	13	-12	-1.5	-33	-36
O=C(Nc1ccccc1)OC1CC2CC1C1CCCC21 (stereo unspecified)	-97	19	8	16	18	6.1	-92	-113
CCCNC(=O)CC(NS(=O)(=O)c1ccc(OC)cc1)c1ccco1 (stereo unspecified)	8	2	0	9	-5	-0.4	14	0
CC(NC(=O)C(CC(=O)OC(C)(C)C)NC(=O)OC(C)(C)C)C(N)=O (stereo unspecified)	15	-5	-3	13	4	-1.4	5	-3
O=C(N[C@@H]1c2ccccc2CC[C@@H]1OCc1ccccc1)c1ccc(C(F)(F)F)cc1	13	12	10	7	-18	4.4	8	.
COC(=O)c1cc(C#N)c(N2CCN(C)CC2)nc1C	-22	14	-3	1	-4	2.1	16	-6
O=c1cc(-c2c(O)c3ccccc3n(Cc3ccccc3)c2=O)[nH][nH]1	1	19	-1	36	15	1.5	-6	-4
Cc1ccc(-n2cnc3c(sc4nc(N5CCOCC5)c5c(c43)CCCC5)c2=O)cc1	19	-2	2	-1	5	2.7	15	5
CCSC1=C(C#N)C(c2ccc(Cl)cc2)C2=C(CCCC2=O)N1 (stereo unspecified)	8	7	-2	14	11	-3.7	35*	4
Cc1ccc(-c2ccc(CCC(=O)O)n2NC(=O)c2cccs2)cc1	7	18	-3	13	9	1.2	14	14
CCN(CC(=O)NCc1ccc(F)cc1)CC(=O)NC1CCCC1	10	3	-3	-4	0	1.6	8	18
Cc1nn(-c2ccc(NC(=O)c3ccncc3)cc2)c(C)c1Cl	27	25	-1	22	24	4.3	-3	46
COc1ccccc1NC(=S)NCc1cccnc1	7	10	0	16	4	-1.1	3	-7
O=C(CSC1=NNC(c2ccccn2)S1)Nc1ccc(C(F)(F)F)cc1 (stereo unspecified)	-5	20	7	24	22	29	16	32
CCn1cc(C(=O)NCCc2ccccc2)c(=O)c2cc(S(=O)(=O)N(C)C)ccc21	-24	12	1	1	7	0.4	-38	-40
Cc1ccccc1Oc1nc2c(C)cccn2c(=O)c1/C=C(\C#N)C(=O)Nc1c(C)n(C)n(-c2ccccc2)c1=O	7	15	0	27	20	4.1	-4	-12
Cc1c(CCC(=O)NCC(=O)NCC(=O)O)c(=O)oc2cc3oc4c(c3cc12)CCCC4	0	23	-2	14	-3	-1.0	12	-14
CCN(CC)S(=O)(=O)c1cc(NC(=O)CCc2c(C)noc2C)ccc1C	-5	10	-2	10	0	-1.1	2	4
O=C1N/C(=N/O)S/C1=C/c1cccnc1	-9	7	-1	3	-15	-0.2	-11	-11
CS(=O)(=O)CCC(C(=O)OCc1ccc(Br)cc1)N1C(=O)c2ccccc2C1=O (stereo unspecified)	-9	18	-4	19	9	5.8	-47	-3
Cc1cc(N2CCOCC2)nc2ccc(NC(=O)CCC(=O)N3CCN(c4ccccc4)CC3)cc12	-16	18	3	15	-1	3.5	-59	-39
COc1cc(C(=O)Oc2cccnc2)cc(OC)c1OC	-7	-16	-3	-22	-7	2.5	9	10
O=C(NNC(=O)c1ccc(Br)o1)c1csc(N2CCOCC2)n1	-14	14	-3	10	5	2.1	16	0
CCN(CC)C(=O)c1sc(NC(=O)c2c(OC)cccc2OC)c(C#N)c1C	-2	17	0	20	6	-0.9	-1	-5
Cc1ccc(Oc2ccc(OCC(=O)NC(CC(C)C)C(=O)O)cc2)cc1 (stereo unspecified)	-2	16	-1	9	12	1.1	4	0
O=C(CSc1nc2c(cnn2-c2ccc(F)cc2)c(=O)[nH]1)N1CCCCCC1	24	-4	-3	-20	4	-1.5	6	4
C/C(=N/NC(=O)CNC(=O)c1ccccc1)c1ccc(C)cc1	-4	3	-1	24	16	-0.3	-26	2
COc1ccc(S(=O)(=O)NC2CCSc3ccccc32)cc1NC(C)=O (stereo unspecified)	7	14	6	16	14	-0.7	0	3
O=C(N/N=C/c1ccc2c(c1)OCO2)c1ccc(COCC(F)(F)C(F)F)cc1	11	-10	-4	-7	5	-0.8	-3	6
CCc1cccc(C)c1NC(=S)NCc1ccc2[nH]c(C)cc2c1	43	49	-1	51*	48*	0.6	12	16
NC(=O)CSc1nc2cc3c(cc2c(=O)n1CCCC(=O)NCc1ccc2c(c1)OCO2)OCO3	19	-10	1	2	-6	-3.7	24	-14
CC1(C)C(C=C(Cl)Cl)C1C(=O)N(Cc1cccc(Cl)c1)C1CCS(=O)(=O)C1 (stereo unspecified)	12	10	2	16	-1	0.4	12	11
Cc1cc2oc(=O)cc(CN3CCN(S(=O)(=O)/C=C/c4ccccc4)CC3)c2cc1C	10	21	-3	23	21	-0.2	-1	-7
CCn1cc(C(=O)NCCN(C)CCc2ccccc2)c(=O)c2cc(S(=O)(=O)N(C)C)ccc21	24	-2	0	13	3	0.5	-26	3
CCOc1ccccc1NC(=O)CCCc1ccc(OC)c(C)c1	15	14	0	8	1	-0.9	-7	1
CC(C)Oc1ccc(Cc2n[nH]c(=S)n2Cc2ccccc2)cc1Cl	-35	18	1	-6	-4	-0.4	-6	-1
CC(C)N(Cc1nc2ccccc2[nH]1)C(C)C	17	4	-2	10	-5	0.6	-22	2

An unsorted share of the library; any-hit rate near 6.6%.
